S1P3 antagonist: antagonists of human S1P3 receptor. 170,000 compounds, 0.27% hits. CHO S1P3 NFAT-BLA reporter, FRET fluorescence, antagonist mode. AID 485. inhibition, % at 4.98 µM. Q99500;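 active = inhibition above the plate cutoff, the mean inhibition of test wells on that plate plus 3 SD, cut at about 28% in these data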;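 also: cells challenged with S1P at its EC80 of 0.8 µM; blue over green emission ratio from cleaved BLA substrate after 4 h stimulation; 0% = S1P-stimulated wells and 100% = unstimulated DMSO-only wells; some compounds past the cut are filed as inactive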
Target sequence (Q99500 whole entry, looked up): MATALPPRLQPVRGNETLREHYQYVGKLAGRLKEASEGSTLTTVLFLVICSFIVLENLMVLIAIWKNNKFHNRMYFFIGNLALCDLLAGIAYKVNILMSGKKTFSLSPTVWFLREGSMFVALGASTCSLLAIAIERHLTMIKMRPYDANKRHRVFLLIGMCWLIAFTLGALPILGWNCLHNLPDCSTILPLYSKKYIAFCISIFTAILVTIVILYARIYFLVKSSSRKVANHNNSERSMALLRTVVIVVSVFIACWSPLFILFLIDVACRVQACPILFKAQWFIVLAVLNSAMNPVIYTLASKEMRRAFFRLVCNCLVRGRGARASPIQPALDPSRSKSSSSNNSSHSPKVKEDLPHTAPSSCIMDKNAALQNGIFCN
* hit, by the source's call.

SMILES	S1P3 antagonist
Nc1c2ccccc2nc2ccccc12	-22
O=C1NC(=S)S/C1=C\C=C\c1ccc([N+](=O)[O-])o1	9

These rows are one share of the data; count on the stated rates, not on these rows.
